Compound activity as filed in PubChem.
USP1 inh: inhibitors of human USP1/UAF1 deubiquitinase | O94782 | recombinant USP1/UAF1, Ub-Rhodamine cleavage fluorescence | Potency, µM (highest dose often 57.1 µM), without a hit: at the top dose activity change, negative = inhibition, most hits filed as inhibitors | 390,000 tested, 0.23% active | AID 743255; also: potency is read from the fitted curve at half-maximal effect; % is scaled to controls: 0 for no effect and ±100 for the full control effect; nearly all actives have a fitted effect of over 60% in size; inactives centre near -12
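1 nM enzyme complex + cpd, 15 min RT; start with Ub-Rho 150nM final; kinetic fluorescence ex 480/em 540, 6 reads q60 s. Buffer 50mM HEPES pH 7.8, 0.5mM EDTA, 0.1 mg/ml BSA, 1mM TCEP, 0.01% Tween-20.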
PI4K2A block: blocks human PI4K2A kinase activity; Q9BTU6; purified PI4K2A, ADP-Glo luminescence, 1 h; hits give low values; activity change, negative = inhibition, % at 76.9 µM; 420,000 tested, 0.13% active; AID 1346378; in the data active = activity change below about -50%; inconclusive = mostly about -30% to -49%;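 also: -100% = wells without enzyme as full effect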
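In this quantitative HTS, ADP production by PI4K2A was quantified luminescently after 1 h at ambient temperature; 100 microM adenosine served as plate-quality control.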
IDH1 R132H inh: inhibitors of human mutant IDH1 R132H; IDH1-R132H enzyme, NADPH consumption, diaphorase/resazurin fluorescence; O75874; AID 602179; Potency, µM (top dose mostly 76.6 µM), without a hit: at the highest dose activity change, negative = inhibition, most hits filed as inhibitors; 390,000 tested, 0.093% active; also: potency is read from the fitted curve at half-maximal effect; % is scaled to controls: 0 for no effect and ±100 for the full control effect; nearly all actives have a fitted effect of over 65% in size
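IDH1-R132H (0.5 ug/mL) preincubated 30 min with compound, then NADPH (0.016 mM) and alpha-KG (2 mM) added; 80 min at RT, pH 7.5. Remaining NADPH coupled via diaphorase/resazurin to fluorescence (540/590 nm); concentration-response curves normalized to no-enzyme control.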
TrxR1 inh: blocks rat thioredoxin reductase 1 | 390,000 tested, 1% active | AID 588453 | recombinant rTrxR1, NADPH fluorescence consumption, selenite substrate | O89049 | Potency, µM (top dose mostly 114 µM), for the others: top-dose activity change, negative = inhibition, hits mostly inhibitors; also: potency is read from the fitted curve at half-maximal effect; % is scaled to controls: 0 for no effect and ±100 for the full control effect; nearly all actives have a fitted effect of over 65% in size
Target sequence (O89049 whole entry, looked up): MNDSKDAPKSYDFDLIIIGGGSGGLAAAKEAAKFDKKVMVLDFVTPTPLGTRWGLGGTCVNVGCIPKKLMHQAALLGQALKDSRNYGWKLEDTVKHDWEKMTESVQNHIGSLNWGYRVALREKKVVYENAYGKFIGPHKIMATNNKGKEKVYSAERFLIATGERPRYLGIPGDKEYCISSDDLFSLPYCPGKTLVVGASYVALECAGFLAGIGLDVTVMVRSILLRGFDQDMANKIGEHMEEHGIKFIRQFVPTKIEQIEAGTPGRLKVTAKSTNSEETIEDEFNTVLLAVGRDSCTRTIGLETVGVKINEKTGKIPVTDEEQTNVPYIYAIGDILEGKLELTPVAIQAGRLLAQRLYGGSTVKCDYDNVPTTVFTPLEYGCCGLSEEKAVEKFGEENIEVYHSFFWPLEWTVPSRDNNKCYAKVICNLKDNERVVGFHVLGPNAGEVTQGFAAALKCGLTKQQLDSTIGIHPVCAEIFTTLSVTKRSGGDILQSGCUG
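Rat TrxR1 (90 nM in the dispensed reagent) was pre-reduced with 400 uM NADPH for 5 min at room temperature, then incubated with compound for 15 min. After 400 uM selenite was added, NADPH fluorescence (Ex 340/Em 450 nm) was followed for 8 min.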
Tb PGK inh: blocks T. brucei phosphoglycerate kinase; P07378; PGK/GAPDH coupled, Kinase-Glo luminescence, 60 min; Potency, µM (top dose mostly 57.5 µM), inactives show top-dose activity change, negative = inhibition, hits mostly inhibitors; 380,000 tested, 0.043% active; AID 602233; also: potency is read from the fitted curve at half-maximal effect; % is scaled to controls: 0 for no effect and ±100 for the full control effect; nearly all actives have a fitted effect of over 60% in size
Target sequence (P07378 whole entry, looked up): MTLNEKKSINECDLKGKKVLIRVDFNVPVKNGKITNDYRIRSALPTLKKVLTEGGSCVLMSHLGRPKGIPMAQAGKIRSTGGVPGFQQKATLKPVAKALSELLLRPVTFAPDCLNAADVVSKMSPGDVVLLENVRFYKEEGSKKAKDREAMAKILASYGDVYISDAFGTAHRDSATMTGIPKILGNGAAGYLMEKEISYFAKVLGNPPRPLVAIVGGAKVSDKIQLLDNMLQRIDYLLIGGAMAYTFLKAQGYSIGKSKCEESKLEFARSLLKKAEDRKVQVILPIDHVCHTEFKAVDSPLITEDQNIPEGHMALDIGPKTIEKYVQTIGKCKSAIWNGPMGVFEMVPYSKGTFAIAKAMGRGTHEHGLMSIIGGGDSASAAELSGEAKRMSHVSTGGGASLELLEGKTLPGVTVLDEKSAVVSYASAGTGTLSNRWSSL
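Recombinant glycosomal PGK reaction used 1,3-bisphosphoglycerate generated in-well by GAPDH (100nM final) in 100mM TEA pH 7.6, 5mM MgCl2, 0.01% Tween-20. After 60 minutes at room temperature, ATP was read by Kinase-Glo Plus luminescence end-point.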
Pin1 inhibitor: inhibitors of human Pin1; Q13526; Pin1 FP peptide displacement, HiFluor488, 10 min; 390,000 tested, 0.009% active; Potency, µM (top dose mostly 115 µM), inactives show at the top dose activity, negative = inhibition, most hits filed as inhibitors; active = well fitted inhibition curve with a large enough effect in the polarisation, with a control signal flat, not every such curve was filed as active; inconclusive = small, poorly fitted or top-dose-only effect, or effect the other way, or a change in a side signal; inactive = no such curve, though single readings can be large or run the other way; the % refers to the polarisation; also: potency is read from the fitted curve at half-maximal effect; % is scaled to controls: 0 for no effect and ±100 for the full control effect
GLS inhibitor: glutaminase GLS (human) inhibition | O94925 | GLS enzymatic activity, qHTS titration | Potency, µM (titrated, usually from 45.5 µM), for inactives: top-dose activity change, negative = inhibition, actives largely listed as inhibitors | 410,000 tested, 0.21% active | AID 624170; also: potency is read from the fitted curve at half-maximal effect; % is scaled to controls: 0 for no effect and ±100 for the full control effect
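Glutamate formation by hKGA was monitored fluorometrically using coupled glutamate oxidase, HRP and Amplex Red. Substrate was added as 1 mM L-glutamine solution; incubation was 30 min at RT after an initial read.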
HP1b chromo inh: inhibitors of HP1-beta chromodomain binding to methylated histone tails | Potency, µM (series often up to 114 µM), for inactives: at the highest dose activity change, negative = inhibition, usual class: inhibitors | 390,000 tested, 0.56% active | P83916 | AlphaScreen HP1-beta / biotin-H3K9me3 peptide binding; also: potency is read from the fitted curve at half-maximal effect; nearly all actives have a fitted effect of over 70% in size; inactives centre near 23
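AlphaScreen: HP1-beta (50 nM) preformed 30 min with biotin-H3(1-18)K9me3 peptide (50 nM) in PBS pH 7.4, 0.01% Tween-20. Compound added for 30 min at RT, then streptavidin donor/nickel chelate acceptor beads (10 ug/mL) for 30 min.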
TrxR1 substrate: is turned over as a substrate by rat TrxR1; O89049; Potency, µM (highest dose often 114 µM), inactives show at the highest dose activity change, negative = substrate turnover; purified TrxR1 substrate turnover, NADPH consumption readout; 390,000 tested, 0.01% active; AID 588456; also: potency is read from the fitted curve at half-maximal effect; % is scaled to controls: 0 for no effect and ±100 for the full control effect; nearly all actives have a fitted effect of over 50% in size
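Rat TrxR1, dispensed at 90 nM, was prereduced with 400 uM NADPH (final) for 5 min at ~22 deg C, then incubated with compound 15 min before 400 uM selenite. A first-read NADPH fluorescence drop versus no-compound background flagged substrates.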
* marks the source's active call; other numbers are inactive results; i = inactive; u = inconclusive; x = no result given; & = joins results of further samples; [ ] = another dose, or the depositor's remark. Unless noted, calls follow the shape of the dose curve; as a rule, active = well fitted curve in the direction sought with a large enough effect; inconclusive = small, poorly fitted or top-dose-only effect, or another doubt; inactive = no such curve, though single readings can be large; an effect the other way counts as inactive or inconclusive. A portion of the library; rates above refer to the full screens.

| mol | USP1 inh | PI4K2A block | IDH1 R132H inh | TrxR1 inh | Tb PGK inh | Pin1 inhibitor | GLS inhibitor | HP1b chromo inh | TrxR1 substrate |
| --- | --- | --- | --- | --- | --- | --- | --- | --- | --- |
| COc1ccc(NC(=O)c2nc[nH]c2C(=O)N2CCN(c3ccccc3)CC2)cc1 | -20% | 0 | 12% | -5% | -2% | 2% | 6% | 52%[activator] | 6% |
| Clc1ccccc1-c1nnc(CNC2CC2)o1 | -1% | -15 | -2% | 8% | 0% | -3% | 1% | 45%[activator] | 3% |
| COc1ccccc1-n1cnnc1SCC(=O)Nc1ncc(Cl)cc1Cl | -13% | -4 | 4% | -6% | -10% | -19% | 2% | -5% | -2% |
| COc1ccc2c(c1)c1c(c(=O)n(-c3cc(Cl)ccc3C)c(=O)n1CC(=O)N1CCCC1)n2C | -23% | 4 | 16% | 121%[activator] | i | -1% | 1% | 47%[activator] | 397%[activator] |
| COc1ccc(S(=O)(=O)N2CCN=C2SCc2cccc(C)c2)cc1 | -17% | -3 | 1% | 11% | -6% | -1% | 3% | 80%[activator] | 1% |
| O=C(NCCC1=CCCCC1)C1CCN(C(=O)N2CCOc3ccc(Cl)cc32)CC1 | -20% | -3 | 21% | 6% | -5% | -5% | -6% | 21% | 9% |
| COc1ccc(Nc2nc(NC(C)(C)C)nc(N3CCOCC3)n2)c(OC)c1 | -7% | -5 | 2% | 40%[activator] | -5% | 1% | 8% | u | 8% |
| Cc1ccc(NC(=O)c2ccccc2F)c(NC(=O)c2ccccc2F)c1 | -9% | -2 | 4% | 23% | 1% | 0% | 13% | 0% | 1% |
| Cc1ccc(NC(=S)N2CCN(c3ccccc3F)CC2)c(C)c1 | -15% | 5 | 4% | 12%[57.1 µM] | -3% | u | -11% | 20% | -4% |
| CCOc1ccccc1NC(=O)CSc1nnnn1Cc1ccccc1 | -15% | -5 | 10% | 15% | 10% | -2% | 0% | 50%[activator] | 9% |
| CCOC(=O)c1c(-c2cccc(N)c2)cn2ccccc12 | -6% | 2 | -3% | 13% | -2% | 1% | 2% | 21% | 6% |
| CCOC(=O)Cc1cnc(NC(=O)CSc2nc(C)c(CC)c(=O)[nH]2)s1 | -1% | 0 | 0% | 17%[57.1 µM] | i | 0% | 14% | 19% | 4% |
| COc1ccc(-c2nc(-c3ccccc3)c(-c3ccccc3)[nH]2)cc1Br | u | -1 | 0% | -12% | 1% | u | -12% | 23% | -5% |
| Cc1c(Nc2ncccc2C(=O)O)cccc1C(F)(F)F | -16% | -7&3 | 4% | -8% | 3% | 9% | -7% | 26% | -3% |
| CCCCOC(=O)Nc1cc(C)c(Cl)cc1OC | -23% | 5 | 9% | 5%[57.1 µM] | -5% | -14% | 1% | 146%[activator] | 6%[57.1 µM] |
| C[C@@H](C(=O)N1CCN(C(=O)OC(C)(C)C)CC1)n1cc(CCCN=C(NC(=O)OC(C)(C)C)NC(=O)OC(C)(C)C)nn1 | -18% | -3 | -3% | -20%[57.1 µM] | -4% | -6% | 0% | 13% | -4%[57.1 µM] |
| CCCCCCOC(=O)C(C#N)c1nc2ccccc2nc1N1CCN(C)CC1 (centres undefined) | -26% | 1 | 9% | 9%[0.457 µM] | i | -5% | 0% | -9% | 1% |
| COc1nccnc1NS(=O)(=O)c1ccc(NC(=O)c2ccc(F)cc2)cc1 | -14% | -6 | -4% | 17% | 1% | -1% | 12% | -18% | 2% |
| CCc1nc(SCC(=O)Nc2ccc(C(=O)O)cc2)n[nH]1 | -20% | -3 | 14% | 18% | i | -2% | 3% | 92%[activator] | 6% |
| Fc1ccc(-c2noc(-c3ccc4c(c3)CCO4)n2)cc1 | 2% | -2 | 11% | 8%[57.1 µM] | -5% | 1% | -10% | 1% | -1%[57.1 µM] |
| Cc1ccccc1Cn1c(CCCNC(=O)C2CCCCC2)nc2ccccc21 | -11% | -4 | -22% | 1% | -4% | 3% | -1% | 17% | 1% |
| CCOc1ccc(CNC(=O)CCCC(=O)n2ncc3cc(C)ccc32)cc1 | -15% | -4 | 1% | 13%[57.1 µM] | -1% | 0% | 0% | 18% | 15%[57.1 µM] |
| O=C(Nc1ccc(N2CCN(C(=O)c3ccccc3)CC2)cc1)c1ccc(Br)o1 | -14% | -7 | 11% | -11% | -1% | 1% | 18% | -2% | -10% |
| COc1ccnc(NCc2ccc(Cl)cc2)c1C#N | 6% | -3 | 0% | -9% | x | -2% | 0% | 28% | 8%[57.1 µM] |
| Cc1ccc2[nH]c(=O)c(CNS(=O)(=O)c3ccccc3)c(-c3ccccc3)c2c1 | -12% | -1 | 3% | -4%[57.1 µM] | -8% | 6% | 2% | 12% | -1% |
| CC(NC(=O)CN1C(=O)COc2ccccc21)c1ccccc1 (centres undefined) | 16% | 0 | 0% | 11% | -3% | -4% | 16% | 18% | 5% |
| COc1cc2c(cc1OC)C(c1cc3ccc(C)cc3[nH]c1=O)N(C(=O)c1ccco1)CC2 (centres undefined) | -24% | 10 | -7% | u | -6% | 4% | 3% | u | 0% |
| O=C(Nc1cccc([N+](=O)[O-])c1)c1cc(S(=O)(=O)N2CCOCC2)cs1 | 1% | -2 | 3% | -9% | 3% | -4% | -1% | 7% | -11% |
| CN(C)C(=O)c1ccc(NC(=O)COc2ccc([N+](=O)[O-])cc2)cc1 | -26% | -1 | 2% | 16%[57.1 µM] | -3% | -4% | 0% | 29% | -16%[57.1 µM] |
| O=C(COC(=O)/C=C/c1ccc(F)cc1)Nc1cc(C(F)(F)F)ccc1N1CCOCC1 | -27% | -4 | 9% | 8% | -7% | -1% | -4% | 40%[activator] | 0% |

Some of the entries so far, with each value named:
Cc1ccc(NC(=S)N2CCN(c3ccccc3F)CC2)c(C)c1
  USP1 inh: -15%	PI4K2A block: 5	IDH1 R132H inh: 4%	TrxR1 inh: 12%[57.1 µM]	Tb PGK inh: -3%	Pin1 inhibitor: u	GLS inhibitor: -11%	HP1b chromo inh: 20%	TrxR1 substrate: -4%
CCOc1ccccc1NC(=O)CSc1nnnn1Cc1ccccc1
  USP1 inh: -15%	PI4K2A block: -5	IDH1 R132H inh: 10%	TrxR1 inh: 15%	Tb PGK inh: 10%	Pin1 inhibitor: -2%	GLS inhibitor: 0%	HP1b chromo inh: 50%[activator]	TrxR1 substrate: 9%
CCOC(=O)c1c(-c2cccc(N)c2)cn2ccccc12
  USP1 inh: -6%	PI4K2A block: 2	IDH1 R132H inh: -3%	TrxR1 inh: 13%	Tb PGK inh: -2%	Pin1 inhibitor: 1%	GLS inhibitor: 2%	HP1b chromo inh: 21%	TrxR1 substrate: 6%
CCOC(=O)Cc1cnc(NC(=O)CSc2nc(C)c(CC)c(=O)[nH]2)s1
  USP1 inh: -1%	PI4K2A block: 0	IDH1 R132H inh: 0%	TrxR1 inh: 17%[57.1 µM]	Tb PGK inh: i	Pin1 inhibitor: 0%	GLS inhibitor: 14%	HP1b chromo inh: 19%	TrxR1 substrate: 4%

Later entries.
| mol | USP1 inh | PI4K2A block | IDH1 R132H inh | TrxR1 inh | Tb PGK inh | Pin1 inhibitor | GLS inhibitor | HP1b chromo inh | TrxR1 substrate |
| --- | --- | --- | --- | --- | --- | --- | --- | --- | --- |
| Cc1c(NC(=O)c2cccc(NC(=O)COc3ccc(C#N)cc3)c2)c(=O)n(-c2ccccc2)n1C | -23% | -5 | -6% | -3%[57.1 µM] | i | 8% | -11% | 26% | -6%[57.1 µM] |
| COc1ccc(NC2CCCN(C(=O)CSc3ccccn3)C2)cc1OC (centres undefined) | u | -9 | 13% | -20% | i | -22% | 32%[activator] | 21% | -4% |
| Cn1nc(C(F)(F)F)c2cc(C(=O)Nc3ccc(C(F)(F)F)cc3)sc21 | -11% | -1 | -3% | 6%[57.1 µM] | 3% | 6% | -3% | 29% | 5%[57.1 µM] |
| CCc1nc2n(n1)C(O)c1cc([N+](=O)[O-])ccc1S2 (centres undefined) | -3% | 2 | 9% | -11%[57.1 µM] | 0% | -1% | 1% | 7% | -2%[57.1 µM] |
| O=C(C1CCN(S(=O)(=O)c2cccc3cccnc23)CC1)N1CCN(C2CCCCC2)CC1 | -16% | 4 | -2% | -9% | i | -7% | 4% | 38% | 4% |
| COc1cccc(CSc2nc3cc4c(cc3cc2C)OCCO4)c1 | -19% | 0 | -1% | -18% | -8% | 8% | -1% | 137%[activator] | -7% |
| CC[C@H]1C(c2ccc(F)cc2)=NN(c2ccccc2)[C@@H]1CO | -27% | -4 | 17% | 26% | i | 5% | 19% | 221%[activator] | 104%[activator] |
| COc1ccc(CNC(=O)c2cnc(N3CCOCC3)c3ccccc23)cc1 | -10% | -1 | 9% | 8%[57.1 µM] | i | 5% | 0% | 34%[57 µM] | 1%[57.1 µM] |
| COc1ccc(C(c2sc3nc(C)nn3c2O)N2CCCCC2)cc1 (centres undefined) | -6% | 40 | -4% | 19% | i | -2% | 8% | 16% | 3%[57.1 µM] |
